Screening results deposited in PubChem by Broad Institute.
LGR2 antag = inhibitors of bursicon-induced LGR2 CRE-luciferase signal, primary screen, cell-based, HEK293, CRE-luciferase reporter, bursicon stimulation; bursicon-stimulated, 4 h; inhibition, % at 9.99 µM; 380,000 compounds, 0.35% hits; AID 720647, 2013;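 active = drop in luminescence signal, shown as inhibition above about 50% in the replicate tests, limit read from the data, passing the limit was not always enough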;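 note: agonist challenge used bursicon conditioned medium at about half maximal strength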
S100A4 MyoIIA = inhibitors of S100A4-myosin IIA peptide binding, primary screen, biochemical, fluorescence polarization, TAMRA-MyoIIA peptide; inhibition, % at 10.7 µM; 360,000 compounds, 0.14% hits; AID 652163, 2013;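 active = mean inhibition of at least 70% across replicates, with every replicate also reaching that level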
Target sequence (P26447 whole entry, looked up): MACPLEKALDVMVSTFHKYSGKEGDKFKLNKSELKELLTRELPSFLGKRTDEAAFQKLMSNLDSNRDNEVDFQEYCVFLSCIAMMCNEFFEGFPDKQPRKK
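Test system: S100A4 monomer protein; Medium: HEPES pH 7.2 with CaCl2, KCl, NaCl, DTT, Triton; Probe or stimulus: TAMRA-labelled myosin IIA heavy-chain peptide probe, 5 nM; Doses: one dose per compound; Times: polarization read 5 min after assay mix addition, stable 5–60 min; Benchmarks: neutral control DMSO, positive control TFP.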
FN deposit inh = inhibitors of fibronectin matrix deposition, primary screen, AH1F cells, Alexa488-fibronectin fluorescence, plate reader. AID 743247, 2014. 350,000 compounds, 0.086% hits. inhibition, % at 12.6 µM. AH1F fibroblasts, overnight;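 active = mean inhibition across replicates of 30% or more, regardless of how many single replicates reach that level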;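 note: positive control wells lacked labelled fibronectin entirely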
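Material: AH1F fibroblasts assembling fluorescent fibronectin matrix; amount: 10000 AH1F cells/well; medium: DMEM, 2% serum; reagent: Alexa488-fibronectin, 24 nM final in well; dosing: single compound dose, delivered by pin transfer; incubation: 1 h adhesion, overnight exposure; detection: fluorescence after three HBSS washes, excitation 485 nm, emission 525 nm; measure: fibronectin deposition inhibition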
C2C12 statin = suppressors of statin myotoxicity in C2C12 myotubes, primary screen, cell-based, single point, plate reader | C2C12 myotubes + simvastatin, ATP luminescence, 48 h; scaled: DMSO 0, geranylgeraniol control 100 | rescue of ATP level, % at 7.49 µM | 330,000 compounds, 0.78% hits | AID 602340, 2012;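 active = mean ATP rescue above about 67%, or every replicate alone reaching that limit, limit read from the data, passing the limit was not always enough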;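 note: myotubes were challenged with 10 µM simvastatin during compound exposure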
Casp6 inh = human caspase-6 inhibitors, primary screen, biochemical, VEID-R110 fluorescence, single point, set 2; purified caspase-6, Z-VEID-R110 cleavage fluorescence; inhibition, % at 12.5 µM; 350,000 compounds, 0.53% hits; AID 686996, 2013;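 active = mean inhibition across replicates at least about 35%, with every replicate also reaching that limit, limit read from the data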;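 note: 0% = median of neutral control wells and 100% = no fluorescence left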
Target sequence (P55212 24-179 limits assumed): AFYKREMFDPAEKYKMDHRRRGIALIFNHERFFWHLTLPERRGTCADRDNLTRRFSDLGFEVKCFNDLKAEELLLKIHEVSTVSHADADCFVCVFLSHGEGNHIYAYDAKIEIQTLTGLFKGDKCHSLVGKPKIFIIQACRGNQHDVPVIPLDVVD
Target sequence (P55212 194-293 limits assumed): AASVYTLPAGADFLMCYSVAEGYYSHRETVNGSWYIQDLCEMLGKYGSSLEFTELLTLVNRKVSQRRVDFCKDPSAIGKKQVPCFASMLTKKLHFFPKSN
SIRT5 block = SIRT5 desuccinylase inhibitors, primary screen, biochemical, fluorescence imaging, single point, set 5; Purified SirT5, succinyl-peptide AMC, trypsin-coupled fluorescence; 330,000 compounds, 1.1% hits; inhibition, % at 15 µM; AID 652115, 2013; NAD-dependent protein deacylase sirtuin-5, mitochondrial (Homo sapiens), Q9NXA8; in the data active = inhibition above about 15%
Target sequence (Q9NXA8 whole entry, looked up): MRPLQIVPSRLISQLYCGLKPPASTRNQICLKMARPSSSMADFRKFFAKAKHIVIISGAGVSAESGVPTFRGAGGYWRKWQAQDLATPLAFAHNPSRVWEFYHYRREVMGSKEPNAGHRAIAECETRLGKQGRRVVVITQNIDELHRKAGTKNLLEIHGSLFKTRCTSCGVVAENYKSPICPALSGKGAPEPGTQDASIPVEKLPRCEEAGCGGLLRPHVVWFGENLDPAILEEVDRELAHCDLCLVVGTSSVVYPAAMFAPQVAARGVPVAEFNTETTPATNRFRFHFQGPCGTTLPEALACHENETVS
esBAF inh = Bmi1 luciferase reporter increase in mESCs, primary screen, esBAF inhibitor project, mouse ES cells, Bmi1 luciferase knock-in, single point | 24 h; 100% = twice the neutral-well signal | AID 602393, 2012 | 350,000 compounds, 2% hits | reporter increase, % at 12.5 µM; in the data active = activation above about 40%;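 note: 0% = median of the plate's neutral control wells and 100% = double that signal; a rise in the Bmi1 reporter signal indicates esBAF inhibition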
* = called active by the depositor; x = no result given; & = joins results of further samples.

mol,FN deposit inh,Casp6 inh,S100A4 MyoIIA,esBAF inh,SIRT5 block,LGR2 antag,C2C12 statin
CCCNC(=O)N1C[C@H](O)COC[C@H]2O[C@@H](CC(=O)N3CCN(C)CC3)CC[C@@H]21,-6,1,0,-3,0,2,-4
O=C(NC(=S)NCCCN1CCOCC1)c1cccc2ccccc12,2,-3,-3,x,-1,3,x
CC1CCCC(C)N1C(=O)CSc1nc2ncnc(N)c2[nH]1 (stereo not given),x,x,x,1,x,-16,-11
Cc1cc(C)cc(NC(=O)C(OC(=O)Cn2cnc3c2c(=O)n(C)c(=O)n3C)c2ccccc2)c1 (stereo not given),4,8,2,x,-7,-17,7
O=[N+]([O-])c1cccc(Nc2c([N+](=O)[O-])ccc3nonc23)c1,5,-1,2,-7,0,-39,-2
CC(NC(=O)c1nn(C)c2c1CS(=O)(=O)c1ccccc1-2)c1ccccc1 (stereo not given),5,5,1,-6,-1,13,-2
C[C@H](CO)N1C[C@H](C)[C@@H](CN(C)C(=O)NC2CCCCC2)Oc2c(NC(=O)C3CCCCC3)cccc2C1=O,6,1&18,3&-6,-1&5,-5&-8,-5&7,4&-5
Cc1ccc(NC(=O)c2noc3c2CC(C(C)(C)C)CC3)cc1 (stereo not given),-14,x,x,-2,x,x,-10
COc1ccccc1CN1CCCC(C(=O)N2CCCCC2)C1 (stereo not given),1,3,1,2,-6,17,-10
CCNc1nc(NCC)n2c(SCC(=O)Nc3ccccc3Cl)nnc2n1,5,3,7,x,0,12,x
O=C(c1ccncc1)N1C[C@H]2[C@@H](c3ccccc31)[C@H](CO)N2C(=O)c1ccccc1F,x,-2,4,-2,-1,-20,-10
CC(CC(=O)Nc1ccc(F)cc1)S(=O)(=O)c1ccc2c(c1)NC(=O)CO2 (stereo not given),-3,-1,-2,9,-2,-12,10
CCOc1cc(C(=O)OCc2cccc(OC)c2OC)ccc1OCC(=O)N1CCOCC1,-2,0,-11,0,16*,-16,3
Cc1[nH]nc2c1[C@@H](c1ccccc1[N+](=O)[O-])C(C#N)=C(N)O2,-6,10,-2,-10,0,-7,15
CC(C(=O)N1CCOCCOCCOCC1)N1C(=O)c2ccccc2C1=O (stereo not given),-1,-2,2,x,-2,0,x
CCOC(=O)c1nc(N/N=C/c2ccccc2)sc1Br,-5,-3,-1,38,-1,-4,3
COC(=O)CCNS(=O)(=O)c1ccc2nsnc2c1,-5,x,1,-4,x,-1,-3
COc1ccc(S(=O)(=O)NCC(c2ccc3c(c2)OCO3)N2CCN(C)CC2)cc1OC (stereo not given),0,-6,16,-10,-2,-3,0
Cc1cc(C(=O)Nc2ccc3c(c2)C(=O)N(C)[C@H]2CC[C@@H](CC(=O)NCc4ccc(-c5ccccc5)cc4)O[C@@H]2CO3)no1,3,-1,1,17,2,15,0
O=C(CCCl)Nc1nnc(SCC(=O)NC2CCCC2)s1,-2,12,0,-8,60*,-3,4
CN1C(=O)c2cc(NC(=O)Cc3ccccc3)ccc2OC[C@@H]2O[C@@H](CC(=O)NCC3CC3)CC[C@H]21,1,0,17,1,0,-2,-10
Fc1ccc(-c2cnc[nH]2)cc1,x,x,x,28,x,-13,0
CCn1ccnc1CN1CCN(CCC(C)C)C(CCO)C1 (stereo not given),x,-7,-1,x,0,14,x
COc1ccc(NC(=O)c2nn(C)c(C(=O)Nc3ccc(OC)cc3)c2[N+](=O)[O-])cc1,1,1,-3,-4,-3,-7,0

Shown with two lines to a compound: 2 of the compounds above.
Every second line gives: FN deposit inh, Casp6 inh, S100A4 MyoIIA, esBAF inh, SIRT5 block, LGR2 antag, C2C12 statin
- O=C(CCCl)Nc1nnc(SCC(=O)NC2CCCC2)s1
    -2, 12, 0, -8, 60*, -3, 4
- COC(=O)CCNS(=O)(=O)c1ccc2nsnc2c1
    -5, x, 1, -4, x, -1, -3

Continued.
mol,FN deposit inh,Casp6 inh,S100A4 MyoIIA,esBAF inh,SIRT5 block,LGR2 antag,C2C12 statin
CC(C)(C)NC(=O)C(c1ccncc1)N(CC1CCCO1)C(=O)Cn1nnc(-c2ccc(F)cc2)n1 (stereo not given),2,3,-4,x,-7,x,x
Cc1cnc(-c2nnc(N(C)C(=O)c3cccnc3)s2)cn1,1,x,x,7,x,x,108*
O=C(C[C@H]1C=C[C@@H](NC(=O)C2CCOCC2)[C@@H](CO)O1)NCC1CCCCC1,0,-2,2,3,-5,25,-3
CC1(C)CC(O)(CNCc2ccc3c(c2)OCO3)CCO1 (stereo not given),-5,x,-12,12,x,x,9
Oc1ccccc1-c1n[nH]c(=S)n1Cc1ccccc1,7,9,-3,-1,-1,-10,9
CN1c2ccc(-c3ccccc3F)cc2[C@H]2[C@H](CCN2C(=O)Nc2ccc(F)cc2)[C@H]1CO,20,-2,3,10,-7,49,35
C[C@H](CO)N1C[C@H](C)[C@@H](CN(C)S(=O)(=O)c2ccccc2)Oc2c(NS(=O)(=O)c3cccs3)cccc2C1=O,-2&2,0&7,-2&-3,1&0,4&0,-1&8,36&13
CO[C@@H]1CN(C)C(=O)c2ccc(NS(=O)(=O)c3cn(C)cn3)cc2OC[C@H](C)N(Cc2cccc(F)c2)C[C@H]1C,7,0,4,2,-2,-8,8

Three compounds out of the list above, sorted by the value under S100A4 MyoIIA, rising.
Molecule,Casp6 inh,S100A4 MyoIIA,esBAF inh,SIRT5 block,LGR2 antag
CC(C)(C)NC(=O)C(c1ccncc1)N(CC1CCCO1)C(=O)Cn1nnc(-c2ccc(F)cc2)n1 (stereo not given),3,-4,x,-7,x
O=C(C[C@H]1C=C[C@@H](NC(=O)C2CCOCC2)[C@@H](CO)O1)NCC1CCCCC1,-2,2,3,-5,25
CN1c2ccc(-c3ccccc3F)cc2[C@H]2[C@H](CCN2C(=O)Nc2ccc(F)cc2)[C@H]1CO,-2,3,10,-7,49

The list goes on:
mol,FN deposit inh,Casp6 inh,S100A4 MyoIIA,esBAF inh,SIRT5 block,LGR2 antag,C2C12 statin
CC(C)NC(=O)N1[C@@H](CO)[C@@H](c2ccccc2)C12CN(C(=O)CN(C)C)C2,x,-1,-11,x,3,25,x
O=C(N/C(=C\c1cn(-c2ccccc2)nc1-c1ccc(Cl)cc1)C(=O)N1CCOCC1)c1ccccc1,11,0,0,x,x,6,x
Cc1csc(N(C(=O)CCNC(=O)c2ccc([N+](=O)[O-])cc2)c2ccccc2)n1,2,2,-4,x,-2,-23,x
Cc1cc(C(=O)NC2CCCN(Cc3ccc(Cl)cc3)C2)no1 (stereo not given),1,-2,-4,-8,-3,-7,1
O=C(NCC1CCCO1)C1c2ccccc2C(=O)N1C1CCCCCC1 (stereo not given),x,0,2,0,-2,4,5
C[C@H]1CCCCO[C@@H](CN(C)C(=O)Cc2ccccc2)[C@@H](C)CN([C@@H](C)CO)C(=O)c2cc(NS(C)(=O)=O)ccc2O1,-3,0,1,4,2,3,42
COc1ccc(CNC(=O)[C@]2(C)CCC[C@@]3(C)C4CC[C@@]5(C)C[C@]4(CCC32)CC5=O)cc1 (stereo not given in full),8,1,-3,1,x,18,-9
CCCN1CCC(=O)N([C@H](CSc2ccc(C)cc2)Cc2ccccc2)CC1,4,-3,1,-15,-5,-3,-21
C=C1c2cc3c(cc2NC(=S)N1Cc1ccccc1)OCO3,10,1,0,x,-5,-12,x
NNc1cc([N+](=O)[O-])cc2c1C(=O)N(Cc1ccccc1)S2=O (stereo not given),-11,7,1,x,0,-7,x
COc1ccc(C(=O)/C=C/N2CCCCC2)cc1OC,-11,x,x,18,x,x,-5
CSc1cccc(NC(=O)C2CCCN2S(=O)(=O)c2ccc(Br)s2)c1 (stereo not given),2,x,x,1,x,x,8
CSc1ccccc1NC(=O)CSc1nncs1,-11,x,-7,x,-5,-19,x
COc1ccc(N2CCN(C(=O)c3ccc(C)cc3Cl)CC2)cc1,x,x,x,8,x,-16,4
CCn1cc(C(=O)NCCC(=O)OC)c(=O)c2cc3c(cc21)OCO3,6,4,-3,0,-2,0,5
CCOn1c(=O)c(-c2ccc(C)cc2)[n+]([O-])c2ccccc21,-2,-2,1,8,-2,-16,-2
C=C(CC)C(=O)c1ccc(OCC(=O)O)c(Cl)c1Cl,7,14,-12,7&-2,0,15,3
COc1ccc2[nH]cc(/C=C(/C#N)S(=O)(=O)c3ccccc3)c2c1,x,2,-2,10,1,x,x
O=C(C[C@@H]1CC[C@@H](NC(=O)c2ccc3c(c2)OCO3)[C@H](CO)O1)NC1Cc2ccccc2C1,-14,2,x,4,-1,7,12
CCN(CC)c1cc2c(c3c1ccn3C)C1CCC2O1 (stereo not given),1,x,-8,3,-1,10,-3
C[C@H]1CN([C@@H](C)CO)C(=O)c2cc(-c3cccnc3)cnc2O[C@H]1CN(C)C(=O)Cc1cccnc1,2,2,0,2,0,-3,-8
COc1cc(OC)c(OC)cc1CNC(=O)c1ccc(S(=O)(=O)N2CCCCC2)cc1,-1,0,-1,11,-2,1,-7
CC1CCN(C(=O)COC(=O)CSc2ccc(C(N)=O)cc2[N+](=O)[O-])CC1,6,4,-3,-1,1,-3,14
CCCn1c(N)c(C(=O)CSc2nnc(C3CC3)n2C2CC2)c(=O)[nH]c1=O,8,-1,6,x,x,6,x
C=CCn1c(SCC(=O)NC2CCS(=O)(=O)C2)nc2scc(C3CC3)c2c1=O (stereo not given),-1,x,x,-1,x,x,3
OC[C@H]1[C@@H](c2ccc(-c3ccccc3F)cc2)[C@H]2CN(Cc3ccncc3)CCCCN21,x,-20,-12,x,-1,-12,x
COc1cccc(OCc2nn[nH]n2)c1,4,2,-6,6,-7,10,-5
COc1ccccc1N(C)c1cc2c(c3c1ccn3C)C1CCC2O1 (stereo not given),-3,0,-8,0,1,-3,-15
CC(C)NC(=O)N(C)C[C@@H]1Oc2ccc(NC(=O)NC3CCCCC3)cc2C(=O)N([C@H](C)CO)C[C@H]1C,x,x,5,5,2,-4,8
O=C(NCc1ccccc1)C(c1ccc(C(F)(F)F)cc1)N1CCN(CCN2CCOCC2)CC1 (stereo not given),x,-6,-1,x,-3,23,x
NC(=O)c1cc(S(=O)(=O)NCc2ccccc2)cs1,-23,3,12,-6,-5,3,-9
O=C(CCCCCCCC(=O)c1ccccc1)c1ccccc1,6,3,-1,4,-4,x,x

An excerpt; count on the stated rates, not on these rows.
